OPRM1-OPRD1 ag – agonists of OPRM1-OPRD1 heterodimerization, primary screen, cell-based, luminescence; cells; 0.3% of 340,000 active; activation, % at 9.3 µM; Mu-type opioid receptor (Homo sapiens) + Delta-type opioid receptor (Homo sapiens), …; in the data active = activation above about 18%;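 also: 0% = vehicle-treated cells and 100% = reference agonist; values of inactives mirror those of a sister screen read the other way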
Target sequence (P35372 whole entry, looked up): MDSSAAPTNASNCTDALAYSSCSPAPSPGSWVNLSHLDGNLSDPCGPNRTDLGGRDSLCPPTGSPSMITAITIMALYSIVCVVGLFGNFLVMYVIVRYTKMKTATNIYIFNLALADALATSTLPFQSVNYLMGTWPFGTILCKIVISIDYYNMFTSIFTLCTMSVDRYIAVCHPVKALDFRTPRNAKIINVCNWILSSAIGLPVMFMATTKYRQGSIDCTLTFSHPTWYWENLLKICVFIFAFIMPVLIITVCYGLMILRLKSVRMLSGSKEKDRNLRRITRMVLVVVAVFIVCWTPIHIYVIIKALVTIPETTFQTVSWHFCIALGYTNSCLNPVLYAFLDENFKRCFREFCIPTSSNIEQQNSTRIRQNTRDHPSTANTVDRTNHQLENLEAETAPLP
Target sequence (P41143 whole entry, looked up): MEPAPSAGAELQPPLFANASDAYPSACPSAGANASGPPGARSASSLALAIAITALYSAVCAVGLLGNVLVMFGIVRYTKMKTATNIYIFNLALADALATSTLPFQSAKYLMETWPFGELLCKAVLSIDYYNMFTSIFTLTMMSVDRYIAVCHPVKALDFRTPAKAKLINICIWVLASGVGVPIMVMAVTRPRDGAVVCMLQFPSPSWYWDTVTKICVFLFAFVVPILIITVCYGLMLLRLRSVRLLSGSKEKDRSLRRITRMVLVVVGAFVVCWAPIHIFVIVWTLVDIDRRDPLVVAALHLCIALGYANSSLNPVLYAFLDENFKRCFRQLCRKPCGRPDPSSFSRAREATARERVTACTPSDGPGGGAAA
Ecoli viability – E. coli V3065 growth inhibition, primary screen, counter-screen for AddAB inhibitor project, absorbance, OD600; 18 h; inhibition, % at 11.9 µM; 0.27% of 330,000 active;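 active = inhibition above the campaign's mean inhibition across all tested compounds plus 3 SD, cut at about 9.9% in these data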;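 also: uninfected addAB+ strain grown without phage in ampicillin broth; 0% = DMSO wells and 100% = ciprofloxacin 0.95 µg/ml wells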
Tat export inh – E. coli Tat export inhibitors, primary screen, MC4100, TorA-mCherry reporter, fluorescence, single point; inhibition, % at 10 µM; 0.036% of 340,000 active;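 active = mean replicate inhibition at least 50% and at least half of replicates individually reaching 50%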;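 also: exported cargo escapes ClpAP degradation while cytoplasmic cargo is degraded and loses fluorescence; 0% = median of neutral control wells and 100% = median of NaSCN control wells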
PKA-R2B activ – activators of PKA-R2B holoenzyme, primary screen, biochemical, fluorescence polarization, Cy5-IP20, human. 0.079% of 340,000 active. PKA-R2B holoenzyme dissociation; R2B truncated from residue 108, S112A mutant; 0% DMSO only, 100% 113 µM cGMP. activation, % at 11.4 µM. AID 504700, 2011;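 active = activation above a cutoff set at the mean over all compounds plus 3 SD, cut at about 18% in these data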;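 also: higher means more holoenzyme dissociation and a rise in polarization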
PfHsp90 yeast 2 – growth inhibition of PfHsp90-expressing yeast, primary screen, antimalarial PfHsp90 inhibitor project, S. cerevisiae, BacTiter-Glo luminescence, single point, set 2 | BacTiter-Glo ATP, 48 h; yeast lacking PDR1 and PDR3 efflux regulators | inhibition, % at 9.4 µM | 0.32% of 310,000 active;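 active = every replicate shows inhibition above about 80%, whatever the replicate mean, limit read from the data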;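 also: 0% = DMSO neutral controls and 100% = 20 µM radicicol positive controls; yeast relying on Plasmodium falciparum Hsp90 in place of its own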
PKA-R1A activ – activators of PKA-R1A holoenzyme, primary screen, biochemical, fluorescence polarization, Cy5-IP20, bovine R1A, mouse PKAc. cAMP-dependent protein kinase type I-alpha regulatory subunit (Bos taurus) + …. PKA-R1A dissociation; scaled: DMSO 0%, 113 µM cGMP 100%. activation, % at 11.4 µM. 0.083% of 340,000 active. AID 504707, 2011;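 active = percent activation above the mean of all tested compounds plus 3 SD, cut at about 19% in these data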;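 also: higher means more PKAc released from R1A so a rise in polarization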
OPRM1-OPRD1 inv – inverse agonists of MOR-DOR heterodimerization, primary screen, cell-based, luminescence. Mu-type opioid receptor (Homo sapiens) + Delta-type opioid receptor (Homo sapiens), …. cell-based MOR-DOR heterodimer luminescence, inverse agonism. inhibition, % at 9.3 µM. 0.21% of 340,000 active; in the data active = inhibition above about 22%, passing the limit was not always enough;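 also: 0% = cells with DMSO and 100% = wells without cells with DMSO; values of inactives mirror those of a sister screen read the other way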
AddAB inh – growth inhibition of E. coli expressing H. pylori AddAB, primary screen, AddAB inhibitor project, absorbance; 0.29% of 330,000 active; AID 435030, 2010; inhibition, % at 11.9 µM; in the data active = inhibition above about 12%;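 also: 0% = vehicle wells of infected cells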
SUMO Mot1 rescue – yeast Mot1-301 growth rescue at high temperature, primary screen, SUMOylation pathway inhibitor project, S. cerevisiae, ATP luminescence, 38.5C; AID 2716, 2010; S. cerevisiae Mot1-301 growth rescue; percent above DMSO median, 100 means doubled; 1% of 320,000 active; growth rescue, % at 18.8 µM;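 active = every valid replicate shows activation above 250% relative to neutral control wells; inactive = the rest, any valid replicate at or below 250%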;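 also: OY570 slx delta 5 strain wells were the positive control but not used for scaling; some compounds called inactive have numbers as strong as hits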
phage Ecoli inh – growth loss of phage-infected E. coli, primary screen, RecBCD inhibitor project, absorbance, with phage, HTS | inhibition, % at 11.9 µM | 0.26% of 360,000 active; in the data active = inhibition above about 11%
HTR5A inv ag – HTR5A inverse agonists in luminescence cell assay, primary screen, counter-screen for OPRM1-OPRD1 heterodimer inverse agonist project, full-deck HTS; HTR5A cell line, inverse agonism; AID 504634, 2011; 5-hydroxytryptamine receptor 5A (Homo sapiens), P47898; 0.083% of 340,000 active; inhibition, % at 9.3 µM; in the data active = inhibition mostly above about 23%, no sharp cut-off; inactive = mostly below about 18%;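 also: 0% = cells with DMSO and 100% = no-cell wells with DMSO; some compounds called inactive have numbers as strong as hits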
* = called active by the depositor; . = not tested or not shown; & = joins results of further samples. An unsorted share of the library; 2.2% or so of the library scored in one or more.

SMILES	OPRM1-OPRD1 ag	Ecoli viability	Tat export inh	PKA-R2B activ	PfHsp90 yeast 2	PKA-R1A activ	OPRM1-OPRD1 inv	AddAB inh	SUMO Mot1 rescue	phage Ecoli inh	HTR5A inv ag
COc1ccc(/C=N/NC(=O)c2cccc([N+](=O)[O-])c2)cc1O	1.8	2.5	1	6	18	-8	-9	5.8	-11	4.3	-6
Cc1ccc(S(=O)(=O)N2CCN(C(=O)COC(=O)CCc3ccccc3)CC2)c(C)c1	3.8	2.5	16	-12	-6	0	-16	2.5	-14	-0.5	3
COc1ccc(C(=O)NCc2nnc(SCC(=O)N3CCCc4ccccc43)o2)cc1OC	-1.1	-2.3	3	-8	1	-8	7	3.7	12	2.8	-7
Cc1cc(=O)oc(C)c1C(=O)Nc1cccc2ccccc12	-1.6	-1.7	8	-5	18	-15	10	-3.4	8	1.2	7
COc1ccc(CSc2nnnn2-c2ccc(C(N)=O)cc2)cc1[N+](=O)[O-]	-3.2	-2.2	-8	-1	-14	-11	16	-0.2	-7	1.8	11
COc1ccc(CCNC(=O)C(C)OC(=O)c2ccco2)cc1OC (centres undefined)	-2.6	0.4	1	-5	6	7	14	0.9	11	-0.3	-13
Cc1ccc(C)c(N2CCN(C3CCCC(C)C3)CC2)c1 (centres undefined)	1.7	-1.0	28	-9	-3	-5	-9	2.0	-4	3.2	15
CCn1c(SCC(=O)NCC2CCCO2)nnc1-c1ccccc1 (centres undefined)	-2.4	-0.2	-22	-7	12	-4	13	0.0	.	3.7	-18
CN(C)c1ccc(C2Nc3cccc4cccc(c34)N2)cc1	-0.5	1.6	-4	-4	-7	4	3	3.7	-18	1.7	10
COc1cc2ncnc(NCc3ccc(Cl)cc3)c2cc1OC	1.2	-1.2	3	-9	-16	-8	-7	-0.8	-17	4.0	1
Cn1c(CSCc2ccccc2Cl)n[nH]c1=S	-0.9	0.1	-1	-7	-16	-10	6	0.2	-15	5.7	-12
CC(NC(=O)c1ccccc1F)c1nnc(SCc2nc3ccccc3c(=O)[nH]2)n1C (centres undefined)	0.5	-0.5	15	2	1	-6	-2	4.6	292*	4.0	-35
COc1cccc(CN2CCC(Oc3ccc(C(=O)N4CCCCC4)cc3)CC2)c1O	-1.9	1.9	-7	2	3	-7	10	-1.2	1	2.8	9
CN(C)C(=O)c1ccc(NC(=O)CC2SC(N3CCCC3)=NC2=O)cc1 (centres undefined)	-1.1	1.0	1	0	.	-8	7	-0.2	-3	0.7	-3
COc1ccc(C(=O)NCC(=O)c2ccccc2)cc1	-1.1	0.7	-7	6	17	-16	5	5.3	-18	-1.2	12
CC(=O)c1ccc(NC(=O)Nc2ccccc2)cc1	0.5	2.2	-4	3	1	3	-3	2.7	12	2.8	6
Cc1ccccc1C(=O)NCC(=O)O	-0.3	1.8	-4	13	18	8	1	5.7	538	3.2	-24
Cc1ccc(C)c(S(=O)(=O)N2CCNCC2)c1	-1.8	2.4	3	-3	7	2	8	2.8	-3	1.6	-1
Cc1cc(=O)[nH]c(N/N=C/c2cc(C)n(CC(F)(F)F)c2C)n1	-2.9	0.0	-1	-5	3	-5	15	4.4	.	-1.2	-9
CCc1ccc(S(=O)(=O)NCc2cn3ccsc3n2)s1	0.6	-0.8	2	1	.	-3	-4	0.2	42	1.4	-24
O=C1CC(C(F)(F)C(F)(F)C(F)(F)C(F)F)=Nc2ccccc2N1	1.1	0.9	5	-4	15	-8	-7	3.0	8	0.1	-18
CN(Cc1ccnc2ccccc12)C(=O)C1CCC(=O)N(Cc2ccccc2F)C1 (centres undefined)	-0.9	-1.7	-10	3	1	0	5	-0.4	30	-0.4	-7
CNC(=S)NC1CC2CCCC(C1)N2Cc1ccc(C)cc1 (centres undefined)	-0.7	3.3	8	-2	8	-8	4	1.7	31	1.8	-1
CCOc1ccc(/C=N/NC(=O)c2ccc(O)cc2)cc1CN1CC2CC(C1)c1cccc(=O)n1C2 (centres undefined)	-1.3	-1.2	-1	-4	-2	4	7	2.7	-2	1.1	9
CCCN(CCC)CCNC(=O)C1CCN(Cc2nc(-c3ccc(Cl)cc3)oc2C)CC1	-1.3	-0.7	1	5	-28	-4	6	0.3	10	2.3	5

(listing goes on)
SMILES	OPRM1-OPRD1 ag	Ecoli viability	Tat export inh	PKA-R2B activ	PfHsp90 yeast 2	PKA-R1A activ	OPRM1-OPRD1 inv	AddAB inh	SUMO Mot1 rescue	phage Ecoli inh	HTR5A inv ag
Cc1n[nH]c(=O)n1-c1cccc(C(F)(F)F)c1	-1.8	1.1	-10	7	.	-3	11	0.5	9	1.9	-29
CCOC(=O)c1ccccc1-c1csc(NS(=O)(=O)c2ccc(Cl)cc2)n1	-1.5	1.1	-2	-5	19	7	8	3.0	-16	4.6	-2
CCC(=O)Nc1cccc(C(=O)c2ccccc2)c1	-1.3	-2.0	3	10	6	1	7	1.5	-9	2.5	-4
NC(=O)CCC(NC(=O)c1ccc(Cl)cc1)C(=O)O (centres undefined)	-0.3	0.1	-7	13	-3	-2	2	0.7	.	-0.1	15
NS(=O)(=O)c1ccc(CNS(=O)(=O)c2cc(Cl)ccc2Cl)cc1	-2.9	2.1	2	-8	3	-7	15	1.1	-4	0.1	-8
O=C(N=Nc1c(O)[nH]c2ccc(Br)cc12)c1cc(-c2cccs2)nc2ccccc12	-3.1	.	2	-1	-11	4	17	.	.	1.1	1
COc1ccc(S(=O)(=O)N2CCN(CC(=O)Nc3ccccc3OC)CC2)cc1	-2.5	4.5	6	0	-2	5	13	2.1	-13	-1.0	-13
COc1ccc(NC(=O)c2cc(-c3cccnc3)nc3c(C)c(C)ccc23)c(OC)c1	0.2	-0.2	6	-2	6	-5	-1	1.8	10	2.6	-16
Cc1ccc(C(=O)N(CCc2ccccc2)Cc2ccccc2)cc1S(=O)(=O)N1CCOCC1	3.4	.	0	2	-7	-3	-14	.	.	3.3	-22
Cc1ccc(C(=O)NCCNC(=O)COc2ccc(C)c(C)c2)cn1	1.8	-2.5	-1	-5	17	-3	-15	2.6	-10	1.8	-35
CCCn1c(N)c(N(CCOC)C(=O)C(C)Oc2ccc(F)cc2)c(=O)[nH]c1=O (centres undefined)	-3.1	1.0	-6	-2	-14	-3	17	-1.9	8	1.9	-6
COc1ccc(OC)c(N(CC(=O)Nc2cccnc2)S(=O)(=O)c2ccc(C)cc2)c1	65*	2.7	-9	1	15	11	-368	2.3	-26	2.8	-9
Cc1cccc(NC(=O)COC(=O)C2COc3ccccc3O2)c1C (centres undefined)	-1.9	-1.0	0	2	-23	10	10	-0.2	16	2.9	-1
COCCCN1C(=O)C(=O)/C(=C(/O)c2ccc(S(=O)(=O)N3CCCCC3)cc2)C1c1ccc(O)cc1 (centres undefined)	-0.5	-1.7	-1	2	-12	0	2	0.5	-1	-1.9	1
Cc1ccc(NC(=O)COC(=O)CCc2c(C)nc3ncnn3c2C)cc1	-1.8	2.8	9	9	-2	-10	9	-0.5	15	2.0	-24
O=C1CC(c2ccccc2)CC(O)=C1C=NC1CCCCC1 (centres undefined)	3.5	-1.1	35	-3	32	-7	-19	0.5	113	2.8	25
Cc1cccc(CN2CCCC(C(=O)N3CCCCC3)C2)c1 (centres undefined)	-2.0	-0.2	-5	-3	-23	9	10	-0.1	6	-0.2	-9
COc1ccccc1NS(=O)(=O)c1ccc(C(=O)N2CCN(c3ccccc3)CC2)cc1	2.8	0.3	-1	5	-17	0	-11	1.5	1	8.2	0
O=C(Nc1ccc([N+](=O)[O-])cn1)c1ccc2c(c1)OCO2	2.2	-2.6	8	-11	-6	1	-13	5.6	605*	2.6	2
NC(=O)c1ccc(C(F)(F)F)n(Cc2c(Cl)cccc2Cl)c1=O	5.7	0.9	-3	4	5	-18	-30	2.3	-9	4.0	12
Cc1sc2nc(C3CCCCC3)nc(SCC(=O)N3CC(=O)Nc4ccccc43)c2c1C	-1.4	0.4	-3	-18	13	1	8	-0.7	9	1.5	-2
COCC(=O)NC(C)c1nc2ccccc2[nH]1 (centres undefined)	-1.1	-0.1	-3	-6	1	-9	6	2.2	-18	2.5	-3
C/C(=N\NC(=O)CNc1cccc(C(F)(F)F)c1)c1cccc(Br)c1	2.8	0.7	-2	-14	18	3	-15	4.2	0	3.7	-8
COc1ccc(/C=N/NC(=O)COc2ccc3ccccc3c2)c(C(=O)O)c1OC	-1.1	-0.2	3	-12	-12	-7	6	-0.3	7	4.4	-16
O=C(COC(=O)c1cccnc1Cl)Nc1nc(-c2ccccc2)cs1	-1.1	-4.3	-13	5	8	-17	6	-0.5	3	2.8	-25

New compounds follow
SMILES	OPRM1-OPRD1 ag	Ecoli viability	Tat export inh	PKA-R2B activ	PfHsp90 yeast 2	PKA-R1A activ	OPRM1-OPRD1 inv	AddAB inh	SUMO Mot1 rescue	phage Ecoli inh	HTR5A inv ag
O=C(CCN1C(=O)C2C3CCC(C3)C2C1=O)Nc1ccc(F)cc1 (centres undefined)	-2.4	.	5	6	-31	-2	13	.	.	0.5	3
COCC1CCN(Cc2nc(COc3ccccc3)no2)C1 (centres undefined)	-2.0	33*	5	3	.	-4	10	32*	63	-0.8	-27
Cc1ccccc1N/C(=N/S(=O)(=O)c1ccccc1)c1ccc(F)cc1	-2.5	2.4	-3	9	-23	-6	13	0.9	104	2.3	9
CNS(=O)(=O)Cc1ccc2[nH]cc(CCN(C)C)c2c1	0.4&-2.7	3.2&-3.5	-2&-6	8&-11	-8&0	5&-9	-2&15	-2.1&-4.4	18&2	1.9&2.4	-117&-56
COC(=O)CN1C(=O)[C@H]2[C@@H](c3ccc(C)o3)N3C(=O)CN(Cc4ccccn4)C(=O)[C@@]3(Cc3ccccc3)[C@H]2C1=O	-0.9	1.1	-8	-12	17	-7	5	2.4	80	3.8	5
Cc1ccc2cc(C(c3nnnn3C3CCCC3)N(Cc3ccco3)Cc3cccs3)c(=O)[nH]c2c1 (centres undefined)	0.2	2.2	3	1	.	3	-1	0.5	-24	4.0	9
Nc1nnc(/C=C/c2cccc([N+](=O)[O-])c2)s1	-0.6	0.4	-8	-10	-5	11	3	4.1	-1	0.9	-11
CC(/C=N/NC(=O)c1cc(C(C)(C)C)[nH]n1)=C\c1ccccc1	3.8	5.0	2	5	.	-1	-19	7.6	8	3.9	2

Shown as a hit in OPRM1-OPRD1 ag, of those listed so far:
smiles,OPRM1-OPRD1 ag,Tat export inh,PKA-R2B activ,PKA-R1A activ,OPRM1-OPRD1 inv,SUMO Mot1 rescue,phage Ecoli inh
COc1ccc(OC)c(N(CC(=O)Nc2cccnc2)S(=O)(=O)c2ccc(C)cc2)c1,65*,-9,1,11,-368,-26,2.8

High-throughput results from PubChem.
